Compound activity: PubChem, several laboratories
Bcl-B TR3 displacers – displacers of TR3 peptide from Bcl-B, primary screen, selectivity assay for Bfl-1 inhibitor project, biochemical, fluorescence polarization; 0.11% of 96,000 active; displacement, % at 20 µM; hits with a dose series show IC50 in µM; FP displacement of FITC-TR3 peptide from Bcl-B; higher % means a stronger effect; Bcl-2-like protein 10 (Homo sapiens);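 active = displacement above 50% at 20 µM plus a fluorescence interference ratio under 1.5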;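 also: plate controls were wells without compound for no effect and wells lacking Bcl-B protein for full effect; a part of the inactive calls stands beside numbers as strong as those of hits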
MRP resist rev – reversal of MRP1-mediated doxorubicin resistance, primary screen, H69AR cells, doxorubicin co-treatment. H69AR cells + 2 uM doxorubicin, CellTiter-Glo, 72 h. differential viability (reversal), % at 10 µM. 0.04% of 85,000 active;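 active = viability drop by adding the cancer drug above about 55%, with treated viability meeting a 40% cutoff, limit read from the data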;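 also: viability without doxorubicin minus viability with 2 µM doxorubicin for each compound; larger differential means the compound sensitizes cells more to doxorubicin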
NFkB transloc pot – enhancers of NFkB p65 translocation in HUVEC – imaging, IL-1B stimulus, high-content imaging, primary screen; HUVEC IL-1B NFkB p65 nuclear translocation imaging; activation, % at 2 µM; 0.3% of 94,000 active; AID 819, 2007;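 active = activation above 40%, about the mean plus 3 SD, also judged a hit on visual image review; inconclusive = activation above 40% but not a hit on visual review; inactive = activation not above 40% and no visual hit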;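 also: percent activation is computed from the nuclear over cytoplasmic p65 intensity ratio; values of inactives mirror those of a sister screen read the other way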
PLAP inhibitors HTS – PLAP enzyme inhibitors, biochemical, luminescence, HTS (AID 690); purified PLAP, luminescent substrate; higher % means a stronger effect; 0.08% of 96,000 active; inhibition, % at 20 µM; hits with a dose series show IC50 in µM; in the data active = a potency from the dose series; inactive = the rest, 99 in 100 with inhibition below about 30%; also: strong numbers were not always called active
NFkB transloc inh – inhibitors of IL-1B driven NFkB p65 nuclear import, primary screen, imaging, HUVEC, IL-1B stimulus, high-content imaging | HUVEC IL-1B NFkB p65 nuclear translocation imaging | inhibition, % at 2 µM | 0.43% of 94,000 active;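 active = inhibition above about 30% together with a positive call from visual inspection of the well image, limit read from the data; inconclusive = inhibition above a set limit but visual check negative; inactive = inhibition not above a set limit, visual check negative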;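 also: nuclear over cytoplasmic p65 intensity ratio measured by imaging; 0% = IL-1B stimulated DMSO wells and 100% = unstimulated DMSO wells; values of inactives mirror those of a sister screen read the other way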
MRP resist rev cytotoxicity – second read-out of MRP resist rev, no call of its own (marks repeat the call); viability, %; H69AR cells, CellTiter-Glo, 72 h; measured here: cytotoxicity without doxorubicin
MRP resist rev with doxorubicin – second read-out of MRP resist rev, no call of its own (marks repeat the call); viability, %; measured here: viability with 2 uM doxorubicin; stronger effect = lower value
NFkB transloc inh cell count 2 µM – also measured in NFkB transloc inh; calls as there; cell count; measured here: cells passing quality filter;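 raw number of nuclei counted in each imaged well without normalization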
NFkB transloc pot cell count 2 µM – further read-out of NFkB transloc pot, marked with its call; cell count; measured here: cells passing quality filter
Numbers without * were called inactive; u = inconclusive; x = no result given. These rows are one share of the data; the hit share may differ from the screen's.

SMILES,Bcl-B TR3 displacers,MRP resist rev,MRP resist rev cytotoxicity,MRP resist rev with doxorubicin,NFkB transloc pot,NFkB transloc pot cell count 2 µM,PLAP inhibitors HTS,NFkB transloc inh,NFkB transloc inh cell count 2 µM
Clc1ccc(-n2nnnc2-c2cnc(-c3ccccn3)nc2-c2cccs2)cc1,x,-10,18,28,10,155,x,-10,155
COC(=O)/C(C(C)=O)=C(\C=C\N(C)C)N(C)C,-6%,-9,95,104,30,158,16%,-30,158
Cc1ccc(OCCC(=O)OCC(=O)C(C)(C)C)cc1,-5%,x,x,x,14,113,-1%,-14,113
O=C(Cn1cnc2c(nnn2-c2ccc(F)cc2)c1=O)NCC1CCCO1 (configuration not stated),x,8,101,93,5,140,x,-5,140
COc1ccc(Cl)cc1N(CC(=O)N1CCN(Cc2ccccc2)CC1)S(C)(=O)=O,1%,4,92,88,24,116,-41%,-24,116
CC(C)(CNC(=O)C1CCCC1)CNC(=O)C1CCCC1,14%,-17,61,78,20,130,-6%,-20,130
Cc1onc(-c2ccccc2)c1C(=O)N1CCN(C(=O)c2ccco2)CC1,-3%,13,93,80,1,123,-3%,-1,123
CCOn1c(=O)c(-c2ccc(Cl)cc2)[n+]([O-])c2ccccc21,-4%,10,93,83,8,156,-32%,-8,156
Cc1cccc(CSCc2nnc(N)s2)c1,-4%,x,x,x,6,165,-8%,-6,165
CCN(CC)S(=O)(=O)c1cc(C)c(C)cc1Br,x,14,100,86,-3,120,x,4,120
O=C(CSc1ncn(-c2ccccc2)n1)Nc1nc2c(s1)CCCC2,36%,2,80,78,12,144,-4%,-12,144
Cc1csc(SCC(=O)c2c(N)n(C)c(=O)n(C)c2=O)n1,-15%,12,89,77,14,122,1%,-14,122
COc1ccccc1Cc1nnnn1CC(=O)O,-5%,0,98,98,0,136,4%,0,136
O=C(O)C1CC1C(=O)N1CCN(c2ccc(Cl)c(Cl)c2)CC1 (configuration not stated),-6%,-7,89,96,9,149,-33%,-9,149
O=C(CSc1nnc(-c2ccc(Cl)s2)o1)N1CCc2ccccc21,-7%,-6,90,96,1,121,3%,-1,121
O=C(NNS(=O)(=O)c1ccc(Cl)cc1)c1sccc1-n1cccc1,-2%,x,x,x,-2,163,-14%,2,163
Cc1ccc(-c2nc(C#N)c(N3CCCCC3)o2)cc1,-9%,16,97,80,1,170,-9%,-1,170
CC(C)CNS(=O)(=O)c1ccc(CCC(=O)N2CCN(Cc3ccc4c(c3)OCO4)CC2)cc1,x,-23,57,80,4,78,x,-4,78
COc1ccc(C(=O)NCCN2CCOCC2)cc1OC,x,6,101,95,-5,68,x,5,68
CCCn1c(=O)c(C(=O)Nc2c(C)n(C)n(-c3ccccc3)c2=O)c(O)c2ccccc21,6%,21,89,67,x,x,-12%,x,x
CCOC(=O)/C=C1\CC(=O)Nc2nonc2N1,4%,-1,94,96,13,102,12%,-13,102
O=C(Nc1ccc2oc(=O)ccc2c1)c1cccnc1Cl,1%,-4,93,98,-7,157,-24%,7,157
CCOC(=O)c1[nH]c2ccc(OCC)cc2c1NC(=O)CN1CCCC(C)C1 (configuration not stated),0%,x,x,x,1,74,-56%,1,74
COc1ccc(Cc2nc(-c3ccc(NC(=O)c4cccnc4)cc3)no2)cc1,2%,-4,6,10,12,131,12%,-12,131
CCOC(=O)C(NC(=O)c1ccccc1)=C(C)C,-10%,-1,96,97,36,192,23%,-36,192
CCOc1ccc(-c2n[nH]c(C)c2-c2ccccc2OC)c(O)c1,-16%,-14,7,21,30,130,-5%,-30,130
CC1(C)Cc2ccccc2C(NNC(=O)c2ccccn2)=N1,4%,-25,30,56,10,179,-276%,-10,179
CCCCOC(=O)c1ccc(NC(C)=O)cc1,-4%,x,x,x,-11,116,9%,11,116
CC(=O)c1ccc(N2CCN(C(=O)COc3ccccc3F)CC2)c(F)c1,x,12,98,86,-14,72,x,14,72
O=C(N/N=C/c1ccc(N2CCOCC2)o1)c1cccc(C(F)(F)F)c1,x,-15,86,102,2,115,x,-2,115
COc1ccc(NC(=O)C2=C(C)NC(=O)NC2c2cccc(OC)c2OC)c(OC)c1 (configuration not stated),1%,14,87,73,u,x,-62%,-42,200
Cc1cc(C)c(S(=O)(=O)N2CCCC(C(=O)NCCC3=CCCCC3)C2)c(C)c1 (configuration not stated),-1%,-14,41,55,0,161,-4%,0,161
COC(=O)c1ccc(CSc2nc(N)cc(N)n2)cc1,-5%,8,89,81,4,108,9%,-4,108
Cc1ccc(-n2c(-c3ccncc3)nnc2-c2cccs2)cc1,x,46,68,22,7,113,x,-7,113
O=C1c2ccccc2NC(c2ccc(Cl)cc2Cl)N1O (configuration not stated),2%,x,x,x,-3,147,-4%,3,147
CC(C)C1N=C2c3ccccc3N=C(SCC#N)N2C1=O (configuration not stated),8%,3,82,79,-9,134,-4%,9,134
COc1ccccc1N1CCN(C(=O)c2sc3nc(-c4ccccc4)cn3c2C)CC1,0%,4,72,67,4,115,-36%,-4,115
O=C(Nc1ccc(F)cc1F)c1cc2ncc(Br)cn2n1,-3%,-5,89,93,-1,113,-13%,1,113
c1ccc(-c2ccc(CN3CCN(c4ncccn4)CC3)cc2)cc1,10%,11,102,91,7,202,-57%,-7,202
CSc1cc(-c2ccc(Cl)cc2)c(C(=O)N2CCCC2)s1,12%,x,x,x,7,158,-29%,-7,158
Cn1c(=O)c2c(nc(N3CCCCC3)n2CCNC2=NCCC2)n(C)c1=O,-4%,6,100,94,-3,83,20%,3,83
CC(C)OC(=O)CSc1nnc(-c2ccc(Cl)cc2Cl)n1N,-3%,2,92,89,-4,95,12%,6,95
Cc1cccc(NC(=O)C2CCN(c3nccc(C)n3)CC2)c1,3%,-1,90,91,4,131,5%,-4,131
Cc1ccc(-n2nc(C)c(C3C(C#N)=C(N)OC4=C3C(=O)CC(C)(C)C4)c2Cl)cc1 (configuration not stated),-5%,-45,24,69,x,x,1%,x,x
CC1=CCC(Cc2nc3ccccc3o2)C1(C)C (configuration not stated),-7%,-2,95,97,2,160,-4%,-2,160

One compound at a time, as listed above. Screens in order: Bcl-B TR3 displacers	MRP resist rev	MRP resist rev cytotoxicity	MRP resist rev with doxorubicin	NFkB transloc pot	NFkB transloc pot cell count 2 µM	PLAP inhibitors HTS	NFkB transloc inh	NFkB transloc inh cell count 2 µM
CC(C)C1N=C2c3ccccc3N=C(SCC#N)N2C1=O (configuration not stated) reads 8%	3	82	79	-9	134	-4%	9	134
CCN(CC)S(=O)(=O)c1cc(C)c(C)cc1Br reads x	14	100	86	-3	120	x	4	120

Further structures.
SMILES,Bcl-B TR3 displacers,MRP resist rev,MRP resist rev cytotoxicity,MRP resist rev with doxorubicin,NFkB transloc pot,NFkB transloc pot cell count 2 µM,PLAP inhibitors HTS,NFkB transloc inh,NFkB transloc inh cell count 2 µM
CC1(C)CC(=O)C(C=NCCN2CCOCC2)=C(O)C1,-8%,-3,101,104,12,61,2%,-12,61
COC(=O)c1cc2sccc2n1Cc1ccc(C)cc1,5%,12,94,81,20,191,-9%,-20,191
COCCNc1oc(COc2cccc(C)c2)nc1C#N,0%,16,101,84,18,124,-4%,-18,124
CC(C)NC(=O)c1ccccc1NC(=O)C1COc2ccccc2O1 (configuration not stated),x,9,73,64,-7,107,x,7,107
Cn1c(CN2CCCCC2)nc2cc(NC(=O)c3ccccc3)ccc21,-3%,-2,83,85,4,139,-50%,-4,139
CCOc1ccc(NC(=O)CCCOc2cc(=O)n(C)c3ccccc23)cc1,-4%,11,82,72,10,160,12%,-10,160
Nc1ccc(-c2cc(N)n(-c3ccccc3)n2)cc1,7%,1,88,88,-7,164,18%,7,164
CCOC(=O)c1c(C)c(-c2ccccc2)n(CC(=O)NCCC(C)C)c1C,-1%,7,87,80,12,61,-6%,-12,61
O=C(NCc1ccco1)Nc1ccc2nsnc2c1,-2%,-25,31,56,11,147,16%,-11,147
O=C(c1ccc(Cn2cc(Cl)cn2)cc1)N1CCN(c2ccccc2)CC1,-5%,-11,69,80,2,106,-33%,-2,106
c1ccc(C(c2ccccc2)N2CCN(c3nc4ccccc4n4cnnc34)CC2)cc1,0%,-6,42,49,-3,138,-19%,3,138
CC(C)CCn1nnnc1C(c1ccccc1)N1CCC(C(N)=O)CC1 (configuration not stated),-4%,x,x,x,15,105,-20%,-15,105
CCC(=O)Nc1sc2c(c1C#N)CC(C)(CC)OC2 (configuration not stated),-6%,25,106,81,-11,100,-2%,11,100
CCOC(=O)c1[nH]c2ccc(OC)cc2c1NC(=O)C(C)N1CCC2(CC1)OCCO2 (configuration not stated),-3%,-7,80,87,-4,190,-64%,4,190
CCOC(=O)c1cc2sccc2n1CCCN1C(=O)c2ccccc2C1=O,1%,12,86,75,-1,167,-27%,1,167
O=C(c1cc2c(s1)CCC2)N1CCN(c2ccccc2)CC1,36µM*,-39,39,78,-8,197,-65%,8,197
Cc1cc(C(=O)C(C)OC(=O)C2=NNC(=O)CC2)c(C)n1-c1ccc(OC(F)F)cc1 (configuration not stated),-4%,x,x,x,17,133,-27%,-17,133
O=C(NCc1cccs1)C1CC(=O)N(c2ccccc2)C1 (configuration not stated),-10%,-15,86,101,20,147,14%,-20,147
CCCOc1ccc(N2C(=O)CC(NCCNc3ccc(S(=O)(=O)CC)cc3)C2=O)cc1 (configuration not stated),-7%,x,x,x,-3,171,-37%,4,171
COc1cc2c(cc1OC)CN(C(=O)C1(c3ccccc3)CC1)CC2,-4%,14,91,76,-1,79,-16%,1,79
CCN(CC)CCN1C(=O)C(O)=C(C(=O)c2ccco2)C1c1ccccn1 (configuration not stated),-12%,11,89,78,31,142,-29%,-31,142
CC1(CC(=O)N/N=C/c2ccc(-c3ccc(C(=O)O)cc3)o2)OCCO1,-2%,x,x,x,x,x,15%,x,x
O=C(COc1ccc(Cl)cc1Cl)Nc1ccccn1,-5%,-8,54,62,3,168,10%,-2,168
CCCCCCNCc1ccc(Br)cc1,11%,x,x,x,x,x,19%,x,x
CC(C)NC(=O)C(OC(=O)c1ccccc1)C(OC(=O)c1ccccc1)C(=O)O (configuration not stated),-7%,x,x,x,13,125,0%,-13,125
CCOC(=O)c1cccc(Nc2ncnc3ccc(C)cc23)c1,-8%,-34,22,55,19,150,18%,-19,150
O=C1Cn2c(nc3ccccc32)N1c1ccccc1F,-8%,-15,96,110,-2,98,11%,2,98
c1cc2ccc3ccc(-n4cnnn4)c4ccc(c1)c2c34,-9%,x,x,x,-17,135,-19%,17,135
COc1ccccc1OCCn1cc(C(=O)c2ccco2)c2ccccc21,10%,-10,61,70,-2,125,-1%,2,125
O=C(O/N=C1\CCS(=O)(=O)c2sccc21)c1ccccc1,-5%,x,x,x,4,98,11%,-4,98
Cc1nnc(Nc2ccccc2)n(N)c1=O,8%,x,x,x,1,197,8%,-1,197

Quoted at random: four records from the list, in no set order.
SMILES,Bcl-B TR3 displacers,MRP resist rev,MRP resist rev cytotoxicity,MRP resist rev with doxorubicin,NFkB transloc pot,NFkB transloc pot cell count 2 µM,PLAP inhibitors HTS,NFkB transloc inh,NFkB transloc inh cell count 2 µM
c1cc2ccc3ccc(-n4cnnn4)c4ccc(c1)c2c34,-9%,x,x,x,-17,135,-19%,17,135
CC1(CC(=O)N/N=C/c2ccc(-c3ccc(C(=O)O)cc3)o2)OCCO1,-2%,x,x,x,x,x,15%,x,x
CC(C)NC(=O)C(OC(=O)c1ccccc1)C(OC(=O)c1ccccc1)C(=O)O (configuration not stated),-7%,x,x,x,13,125,0%,-13,125
O=C(COc1ccc(Cl)cc1Cl)Nc1ccccn1,-5%,-8,54,62,3,168,10%,-2,168
